# TLR4-MyD88 BLA: TLR4-MyD88 interaction inhibition in cells; O00206+Q99836; HeLa CL3-4 TLR4/MyD88 BLA complementation, FRET ratio; inhibition, % at 8.4 µM; hit rate 0.18% among 200,000; in the data active means inhibition above about 25%;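 further: 0% = vehicle and 100% = reference inhibitor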
# Target sequence (O00206 whole entry, looked up): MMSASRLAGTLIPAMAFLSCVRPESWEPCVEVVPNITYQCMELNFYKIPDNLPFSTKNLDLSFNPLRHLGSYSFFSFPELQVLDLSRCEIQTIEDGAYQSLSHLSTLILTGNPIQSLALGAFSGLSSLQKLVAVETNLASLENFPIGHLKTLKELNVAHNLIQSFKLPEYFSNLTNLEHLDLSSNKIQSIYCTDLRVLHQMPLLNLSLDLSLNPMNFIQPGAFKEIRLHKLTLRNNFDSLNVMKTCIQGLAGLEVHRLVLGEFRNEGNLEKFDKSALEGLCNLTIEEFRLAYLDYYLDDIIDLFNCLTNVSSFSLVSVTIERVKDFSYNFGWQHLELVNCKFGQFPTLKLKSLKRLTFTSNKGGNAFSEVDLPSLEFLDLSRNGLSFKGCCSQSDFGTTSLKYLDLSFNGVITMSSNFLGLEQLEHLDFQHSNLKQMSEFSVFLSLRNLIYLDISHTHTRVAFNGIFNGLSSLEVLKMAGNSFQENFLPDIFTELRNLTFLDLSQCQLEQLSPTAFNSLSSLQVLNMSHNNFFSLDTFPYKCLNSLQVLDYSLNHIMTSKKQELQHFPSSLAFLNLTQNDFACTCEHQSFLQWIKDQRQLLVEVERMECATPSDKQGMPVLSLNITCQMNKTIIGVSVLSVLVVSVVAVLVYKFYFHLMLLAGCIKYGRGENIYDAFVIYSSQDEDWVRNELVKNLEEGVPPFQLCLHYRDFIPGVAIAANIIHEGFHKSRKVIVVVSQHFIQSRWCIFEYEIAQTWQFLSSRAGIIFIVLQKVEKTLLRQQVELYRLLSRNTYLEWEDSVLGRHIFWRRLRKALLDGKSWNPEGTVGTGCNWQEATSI
# Target sequence (Q99836 whole entry, looked up): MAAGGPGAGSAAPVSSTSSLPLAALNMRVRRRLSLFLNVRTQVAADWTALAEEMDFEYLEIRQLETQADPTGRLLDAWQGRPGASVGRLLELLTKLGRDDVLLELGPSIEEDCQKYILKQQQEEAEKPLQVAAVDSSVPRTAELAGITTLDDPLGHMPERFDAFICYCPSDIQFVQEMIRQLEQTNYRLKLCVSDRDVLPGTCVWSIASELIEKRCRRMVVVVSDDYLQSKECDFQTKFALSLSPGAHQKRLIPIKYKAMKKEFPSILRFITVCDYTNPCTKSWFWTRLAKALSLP
# Diaphorase inh: diaphorase inhibition or chemical oxidation counter-screen; diaphorase resazurin-to-resorufin fluorescence, NADH, 16 min; bacterial (C. kluyveri) enzyme, not human; AID 1217; hit rate 0.69% among 190,000; inhibition, % at 20 µM;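 active means primary screen inhibition at 20 µM above a set limit, cut at about 50% in these data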;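 further: plate controls were DMSO with full reaction for no effect and wells lacking NADH for full effect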
#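 controls = No-NADH positive control and DMSO neutral control | system = Clostridium kluyveri diaphorase enzyme | timing = reaction incubation of 16 min at room temperature | signal = resorufin fluorescence 544/590 nm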
# G6PDH CS: inhibits Leuconostoc G6PDH, flagging false hits in G6PDH-based assays; Purified L. mesenteroides G6PDH, diaphorase/resazurin coupled fluorescence, 45 min; inhibition, % at 5 µM; hit rate 0.12% among 200,000
# Hsp70 act: transcriptional activators of Hsp70 | HeLa Hsp70 promoter luciferase reporter, luminescence; scaled: vehicle 0, proteasome-inhibitor control 100% | AID 1203 | activation, % at 10 µM | hit rate 0.04% among 200,000;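 active means activation above the mean across all tested compounds plus 3 SD, cutoff set per campaign, cut at about 5.5% in these data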;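 further: 100% = MG132 at 30 µM as the positive control and 0% = DMSO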
# Diaph act CS: diaphorase activation or chemical reduction counter-screen. Diaphorase/resazurin coupled assay, resorufin fluorescence, 16 min; stronger effect = higher value; 1 = vehicle wells, 0 = NADH-free wells. activation factor at 20 µM. hit rate 0.005% among 190,000;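 active means diaphorase activity raised at least twofold by the compound at 20 µM; inactive means activation factor below 2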
#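 Test system: Clostridium kluyveri diaphorase, purified enzyme. Buffer or medium: 50 mM HEPES pH 7.4 buffer plus MgCl2 and Tween 20. Also added: 0.114 mM NADH and 0.1 mM resazurin, final amounts. Dosing: compound 20 µM once, DMSO 1%. Schedule: 16 min enzyme reaction, ambient temperature. Detection: fluorescence of resorufin, 544 nm excitation, 590 nm emission.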
# RAM inhibit: blocks the yeast RAM network; S. cerevisiae dse1pr::URA3 reporter, 5-FOA growth OD615, 2 d; analog-sensitive cbk1-as2 kinase mutant strain; inhibition, % at 50 µM; hit rate 1.8% among 190,000; AID 868;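 active means inhibition above a set limit, 3 SD over mean compound inhibition, cut at about 8.4% in these data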;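 further: 0% = DMSO-only wells with no growth and 100% = 10 µM 1-NA-PP1 full growth; inhibition rescues growth on 5-FOA so higher OD means more RAM inhibition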
# PMI act hi M6P: activators of human phosphomannose isomerase at near-saturating mannose 6-phosphate | activation factor at 20 µM | AID 1216 | coupled PMI enzyme assay, resazurin fluorescence, 20 min; stronger effect = higher value; 1 = untreated enzyme, 0 = substrate-free blank | hit rate 0.34% among 190,000;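 active means activation factor of 2 or more at 20 µM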
#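 Material: human phosphomannose isomerase with PGI, G6PDH, diaphorase coupling enzymes / Reagent: Man-6-P substrate 1.0 mM / Dosing: single compound dose of 20 µM, 1% DMSO final / Incubation: enzyme reaction with compound 20 min at room temperature / Signal: resorufin fluorescence (Ex 544/Em 590 nm) from resazurin via diaphorase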
# L major viab: reduces viability of Leishmania major promastigotes; hit rate 9% among 200,000; inhibition, % at 10 µM; resazurin fluorescence viability;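 further: promastigotes grown with compound for 44 hours at 28 °C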
# S1P3 antagonist: antagonists of human S1P3 receptor; Q99500; hit rate 0.27% among 170,000; inhibition, % at 4.98 µM; CHO S1P3 NFAT-BLA reporter, FRET fluorescence, antagonist mode;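 active means inhibition above the plate cutoff, the mean inhibition of test wells on that plate plus 3 SD, cut at about 28% in these data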;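 further: cells challenged with S1P at its EC80 of 0.8 µM; blue over green emission ratio from cleaved BLA substrate after 4 h stimulation; 0% = S1P-stimulated wells and 100% = unstimulated DMSO-only wells; some compounds past the cut are filed as inactive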
# PMI activator: phosphomannose isomerase (human) activation; activation factor at 20 µM; hit rate 0.005% among 190,000; P34949; purified human PMI, coupled resazurin fluorescence, 20 min; stronger effect = higher value; 1 = vehicle control, 0 substrate-free wells;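 active means activation factor of 2 or more at 20 µM, relative to plate controls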
# DTT redox prof: compounds producing H2O2 with reducing agent – biochemical, NIH compound library profiling, artefact control for MLSCN library redox annotation, primary screen; activation, % at 10 µM; hit rate 0.03% among 200,000; DTT-dependent redox cycling H2O2, phenol red/HRP absorbance; 100% = 100 µM peroxide control, 0% = buffer; AID 878;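 active means activation of at least 50% relative to the plate's high and low controls in the primary single-dose screen; inactive means activation below 50%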;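 further: compound incubated with DTT at 0.8 mM final as the reducing agent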
# Numbers without * were called inactive; . = no result given. Unless noted, no stated cut-off is given here; in the data, active means inhibition above about 50%; inactive means the rest.
SMILES,TLR4-MyD88 BLA,Diaphorase inh,G6PDH CS,Hsp70 act,Diaph act CS,RAM inhibit,PMI act hi M6P,L major viab,S1P3 antagonist,PMI activator,DTT redox prof
N#Cc1ccccc1NC(=O)CNc1ccccc1N1CCCCC1,0,24,8,-0.2,0.8,-0.2,0.9,71*,.,0.9,-0.3
Cc1cc(Cl)c(S(=O)(=O)Nc2ccon2)cc1OCC(=O)NC1CCCCC1,-14,10,-5,-0.4,0.9,6.0,0.9,-5,-14,1,0.3
CCCS(=O)(=O)c1nc(S(=O)(=O)c2ccc(C)cc2)c(N2CCCC2)s1,-6,12,8,0.5,0.9,3.0,1.2,1,0,1,2.2
CCCc1cc(=O)n2[nH]c(C(F)(F)F)nc2n1,-5,22,1,0.1,0.8,1.5,0.9,-3,-6,0.9,-0.2
COc1ccc(OC)c(NC(=S)NCCN2CCOCC2)c1,-32,12,4,0.1,0.9,0.7,0.9,-5,-3,1,-0.6
COc1ccc(N2CCN(CCCNC(=O)C3CCCN(S(=O)(=O)c4cnc[nH]4)C3)CC2)cc1 (stereo unspecified),4,-6,1,-0.3,1.1,0.2,0.9,-4,-41,0.9,-0.3
CCOC(=O)c1c(C)n(OCc2ccccc2)c2ccc3nonc3c12,8,22,-58,0.0,0.8,10*,0.9,-1,20,0.8,-2.0
O=C(Nc1nnc(-c2ccc(Cl)cc2)o1)C1=COCCO1,-5,-1,11,-0.2,1,3.7,1,54*,5,1.1,-0.5
Clc1cccc(CN2COc3c(cc(Cl)c4cccnc34)C2)c1,7,1,-1,-0.3,1,-1.6,0.5,101*,-18,0.8,-0.5
Oc1ccc(Cl)cc1-c1cc(C(F)(F)C(F)F)nc(-c2ccccc2)n1,12,-6,-6,-0.3,1.1,7.8,1.1,-3,.,1.1,0.2
O=C(OC(C(=O)NC1CCCC1)c1cccnc1)C1=Cc2ccccc2OC1 (stereo unspecified),-4,7,5,0.1,0.9,1.7,1,94*,.,1,-4.9
CCOP(=O)(OCC)c1nc(-c2ccc(C)cc2)oc1NCc1ccccc1,5,27,-1,-0.2,0.7,0.4,0.9,79*,5,0.9,-0.6
O=C(NNc1nc2ccc(F)cc2s1)c1cccc(F)c1,-4,-2,7,-0.1,1,6.3,1.2,-1,-25,1.1,0.4
CCC(=O)NCCNc1nc2cc(C)cc(C)c2cc1C#N,1,10,3,-0.3,0.9,2.0,0.9,0,1,1.1,0.5
CS/C(=N\S(=O)(=O)c1cccs1)Nc1ccc(N2CCOCC2)cc1,10,10,0,-0.1,0.9,0.6,1,4,.,1.1,-0.1

# Rewritten with two lines to a compound: entries from further up.
# Results follow in this order: TLR4-MyD88 BLA | Diaphorase inh | G6PDH CS | Hsp70 act | Diaph act CS | RAM inhibit | PMI act hi M6P | L major viab | S1P3 antagonist | PMI activator | DTT redox prof
CCOC(=O)c1c(C)n(OCc2ccccc2)c2ccc3nonc3c12
  8 | 22 | -58 | 0.0 | 0.8 | 10* | 0.9 | -1 | 20 | 0.8 | -2.0
O=C(Nc1nnc(-c2ccc(Cl)cc2)o1)C1=COCCO1
  -5 | -1 | 11 | -0.2 | 1 | 3.7 | 1 | 54* | 5 | 1.1 | -0.5
Clc1cccc(CN2COc3c(cc(Cl)c4cccnc34)C2)c1
  7 | 1 | -1 | -0.3 | 1 | -1.6 | 0.5 | 101* | -18 | 0.8 | -0.5
Oc1ccc(Cl)cc1-c1cc(C(F)(F)C(F)F)nc(-c2ccccc2)n1
  12 | -6 | -6 | -0.3 | 1.1 | 7.8 | 1.1 | -3 | . | 1.1 | 0.2
O=C(OC(C(=O)NC1CCCC1)c1cccnc1)C1=Cc2ccccc2OC1 (stereo unspecified)
  -4 | 7 | 5 | 0.1 | 0.9 | 1.7 | 1 | 94* | . | 1 | -4.9
CCOP(=O)(OCC)c1nc(-c2ccc(C)cc2)oc1NCc1ccccc1
  5 | 27 | -1 | -0.2 | 0.7 | 0.4 | 0.9 | 79* | 5 | 0.9 | -0.6
O=C(NNc1nc2ccc(F)cc2s1)c1cccc(F)c1
  -4 | -2 | 7 | -0.1 | 1 | 6.3 | 1.2 | -1 | -25 | 1.1 | 0.4

# New compounds follow
SMILES,TLR4-MyD88 BLA,Diaphorase inh,G6PDH CS,Hsp70 act,Diaph act CS,RAM inhibit,PMI act hi M6P,L major viab,S1P3 antagonist,PMI activator,DTT redox prof
COc1ccc(OCCC(=O)OCC(=O)Nc2ccc(S(=O)(=O)N3CCOCC3)cc2)cc1,5,5,6,-0.1,1,3.2,0.9,-6,-11,1,0.1
CC(=O)c1cccc(NC(=O)N2CCCC2C(=O)NCc2ccc3c(c2)OCO3)c1 (stereo unspecified),6,.,13,-0.1,.,-1.7,.,-13,-1,.,-0.7
CC(c1ccco1)N(C(=O)c1ccc(Cl)s1)c1ccccn1 (stereo unspecified),-7,0,5,-0.1,1,.,1.1,-4,-10,1,-1.0
O=C(NC1CCCCC1)NC1CCN(S(=O)(=O)Cc2ccccc2)CC1,-13,11,-19,-0.2,0.9,1.6,0.9,-4,.,0.9,0.8
COc1ccccc1NC(=O)CCC(=O)OCc1cccc([N+](=O)[O-])c1,3,16,9,-0.2,0.8,2.5,1.1,-5,-20,1.1,-1.3
Cc1ccc(-n2nnnc2SCC#N)cc1,6,9,4,0.0,0.9,-0.1,0.9,0,-11,0.9,0.1
CCOc1ccc(Cl)cc1CNCCNCCO,12,-3,1,-0.1,1,0.8,1.1,19,.,1,-4.1
O=C(COC(=O)C1CCN(C(=O)c2ccc(Cl)cc2)CC1)c1ccco1,4,13,0,0.2,0.9,-0.1,1,-2,17,1,1.5
CCC(C)(C)N1CC(=O)N(Cc2ccccc2)C(c2ccc(OC)cc2)C1=O (stereo unspecified),-7,17,24,-0.4,0.8,2.5,0.9,18,-31,0.9,-0.3
Cc1nc2ccccc2c2oc(C(=O)NCCN3CCN(C)CC3)cc12,-9,2,-8,-0.3,1,-0.3,1,9,-9,1,-0.6
COc1ccc(-c2noc(CCCc3ccccc3)n2)cc1OC,13,30,-28,0.0,0.7,0.1,0.8,-13,23,0.8,-2.0
Cc1ccsc1C(=O)C1CCCN(Cc2cn(C)nc2-c2ccccc2)C1 (stereo unspecified),5,1,-4,-0.3,1,1.6,1,6,4,0.9,0.1
O=C(NCc1ccco1)c1cc(=O)c2ccccc2o1,7,-2,7,-0.3,1,-0.4,1,-2,-6,1.1,0.0
O=C(Cn1ccc([N+](=O)[O-])n1)NCc1cccnc1,6,-16,12,-0.1,1.2,2.0,1,-6,15,1.1,-0.6
O=C(N/N=C/c1cc(Br)cc(Br)c1O)c1cccc(N2CCCC2=O)c1,-12,22,-11,-0.3,0.8,2.3,0.9,3,8,1,-0.3
O=C(NC1CCCCC1)C(c1ccc(Cl)cc1)N(C(=O)c1cnccn1)c1ccc2c(c1)OCO2 (stereo unspecified),1,8,-5,0.4,0.9,5.4,0.9,6,0,0.9,1.2
O=C(Nc1ccc(F)cc1)N(CCCN1CCOCC1)Cc1cc2cc3c(cc2[nH]c1=O)OCCO3,-4,-4,4,0.1,1,1.6,1,26,-13,1.1,2.8
Cc1cc(C)n2cc(CSCc3ccccc3)nc2n1,-5,-3,1,-0.5,1,0.4,1,2,-29,1,0.0
CCOC(=O)N1CCN(C(=O)CS(=O)(=O)Cc2nc(-c3ccccc3C)oc2C)CC1,-4,6,5,-0.3,0.9,0.5,1,-1,0,1.1,-0.6
O=C(CNCC1CCCCC1)Nc1cccc(S(=O)(=O)N2CCOCC2)c1,-6,20,5,-0.2,0.8,-0.7,1,79*,8,1.1,-0.1
Cc1ccc(C(=O)CSc2nnc3c4ccccc4nc(C(C)(C)C)n23)cc1,18,6,5,-0.3,0.9,1.8,1,21,0,0.9,-0.1
CCC(=O)/C=C1\Sc2ccc(OC)cc2N1CC,-1,22,11,-0.1,0.8,-0.3,0.9,1,-2,0.9,2.2

# As entered above.
# CCC(=O)/C=C1\Sc2ccc(OC)cc2N1CC in DTT redox prof: 2.2
# O=C(Nc1ccc(F)cc1)N(CCCN1CCOCC1)Cc1cc2cc3c(cc2[nH]c1=O)OCCO3 in Diaphorase inh: -4
